Compound activity: PubChem, National Center for Advancing Translational Sciences (NCATS)
GRP78 ERSR act: qHTS for Inducers of the Endoplasmic Reticulum Stress Response (ERSR) in Human Glioma: qHTS; U87-MG GRP78 promoter luciferase reporter, 16 h; Potency, µM, without a hit: top-dose activation, actives largely listed as activators; actives 0.02% (n = 420,000); AID 602332, 2012; also: potency is read from the fitted curve at half-maximal effect; series mostly up to about 76 µM; % of control where 0% means no effect; nearly all actives have a fitted effect of over 35% in size
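ERSR induction read as luciferase luminescence (Bright-Glo, 10 min at room temperature) in stably transfected human U87-MG glioma cells exposed to compounds for 16 h, using GRP78 as sensor.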
Vif-A3G inh: qHTS for Inhibitors of Vif-A3G Interactions: qHTS; DNA dC->dU-editing enzyme APOBEC-3G (Homo sapiens), Q9HC16; HeLa A3G-eYFP + Vif (tagged APOBEC3G with the HIV-1 protein that degrades it), YFP fluorescence, overnight; Potency, µM (highest dose often 46.1 µM), for the others: top-dose activity, negative = active, most hits filed as inhibitors; actives 0.076% (n = 410,000);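 also: potency is read from the fitted curve at half-maximal effect; % is scaled to controls: 0 for no effect and ±100 for the full control effect; nearly all actives have a fitted effect of over 60% in size; hits raise eYFP signal because A3G escapes Vif-driven loss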
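HeLa cells stably expressing Vif and C-terminally eYFP-tagged A3G, seeded overnight at 37 deg C, then exposed to compound by pintool overnight at 37 deg C. Rise in yellow fluorescence (Ex 488/Em 500-530, Acumen) marks blocked Vif-driven A3G degradation.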
Vif-A3F inh: qHTS for Inhibitors of Vif-A3F Interactions: qHTS; HeLa A3F-eYFP + Vif (tagged APOBEC3F with the HIV-1 protein that degrades it), YFP fluorescence increase; Potency, µM (doses to about 46.1 µM), for inactives: at the top dose activity, negative = active; actives 0.2% (n = 390,000); AID 602313, 2012; also: potency is read from the fitted curve at half-maximal effect; % of control where 0% means no effect; nearly all actives have a fitted effect of over 65% in size
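HeLa cells stably expressing A3F-eYFP plus Vif, plated and incubated overnight at 37 deg C, then exposed to compounds overnight at 37 deg C. Blocked degradation read as raised yellow fluorescence (Ex 488/Em 500-530).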
D2 antag: HTS Assay for Allosteric Antagonists of the Human D2 Dopamine Receptor: Primary Screen for Antagonists; inhibition, % at 10 µM; HEK293 TREx D2 cells, calcium flux, dopamine EC80; actives 2% (n = 340,000); D(2) dopamine receptor (Homo sapiens), P14416; in the data active = inhibition above about 30%; also: 0% is about no effect
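Measurement of antagonist activity uses fluorescent calcium dye in inducible HEK293 T-REx D2 cells: 10 s baseline, compound addition with 180 s read, EC80 dopamine addition with a further 180 s read.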
RGS4 inhibitor: Inhibitors of Regulator of G Protein Signaling (RGS) 4: qHTS; Regulator of G-protein signaling 4 (Homo sapiens), P49798; Transcreener GDP fluorescence polarization, RGS4-accelerated GTP hydrolysis; Potency, µM (doses to about 114 µM), for inactives: at the top dose activity change, negative = inhibition, actives largely listed as inhibitors; actives 0.039% (n = 390,000); also: potency is read from the fitted curve at half-maximal effect; % is scaled to controls: 0 for no effect and ±100 for the full control effect; nearly all actives have a fitted effect of over 75% in size; some results filed as inactive show a strong effect at the top dose
Target sequence (P49798 whole entry, looked up): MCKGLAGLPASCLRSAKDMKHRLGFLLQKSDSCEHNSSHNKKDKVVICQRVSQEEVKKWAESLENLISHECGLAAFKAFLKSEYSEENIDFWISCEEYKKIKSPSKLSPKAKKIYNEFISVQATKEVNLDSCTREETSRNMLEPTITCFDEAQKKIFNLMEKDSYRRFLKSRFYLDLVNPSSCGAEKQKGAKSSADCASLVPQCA
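MLSMR compounds (23 nl, pin-transferred) preincubated 10 min at room temperature with a 500nM (2x) first reagent, then RGS4 at 900nM (2x) plus Transcreener GDP mix added; fluorescence polarization (620/688 nm) read before and after 90 min at 30 °C.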
D2 ag: HTS Assay for Allosteric Agonists of the Human D2 Dopamine Receptor: Primary Screen for Agonists; D(2) dopamine receptor (Homo sapiens), P14416; HEK293 T-REx D2 cells, calcium flux agonist mode; activation, % at 2 µM; actives 0.53% (n = 340,000);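 active = activation over 3 SD above normal in the single-dose calcium agonist read, cut at about 30% in these data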; also: 0% is about no effect
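In this primary screen, compounds producing a positive calcium signal within 180 s of addition to tetracycline-induced, force-coupled HEK293 Trex D2 cells are flagged; cells are dye-loaded with a no-wash calcium kit beforehand.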
ERG-DNA inh: qHTS for Small Molecule Inhibitors of the ERG Ets/DNA interaction | Transcriptional regulator ERG (Homo sapiens), P11308 | fluorescence polarization, His-ERG Ets domain / labelled DNA | Potency, µM (highest dose often 76.9 µM), without a hit: top-dose FP activity, negative = inhibition, actives largely listed as inhibitors | actives 0.028% (n = 370,000) | AID 624246, 2012; active = well fitted inhibition curve with a large enough effect in the polarisation, with a control signal flat; inconclusive = small, poorly fitted or top-dose-only effect, or effect the other way, or a change in a side signal; inactive = no such curve, though single readings can be large or run the other way; the % refers to the polarisation;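 also: polarization taken with two DNA probes labelled with fluorescein and Texas red; potency is read from the fitted curve at half-maximal effect; % of control where 0% means no effect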
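His-tagged ERG Ets domain (1 uM in the protein solution; 300mM KCl, 50mM Tris-HCl, 1mM EDTA, 1mM DTT, pH 7.5) received compound, then a probe mix of 5 nM fluorescein-DNA and 100nM Texas-615-DNA. Fluorescence polarization was read for both dyes.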
ALOX12 inh: Primary qHTS assay for inhibitors of human arachidonate 12S-lipoxygenase (ALOX12): Round 2; actives 1.1% (n = 580,000); Potency, µM (series often up to 108 µM), for the others: top-dose activity change, negative = inhibition, hits mostly inhibitors; purified 12hLO, xylenol orange hydroperoxide absorbance; AID 1671190, 2021; Polyunsaturated fatty acid lipoxygenase ALOX12 (Homo sapiens), P18054; also: potency is read from the fitted curve at half-maximal effect; % is scaled to controls: 0 for no effect and ±100 for the full control effect
Target sequence (P18054 whole entry, looked up): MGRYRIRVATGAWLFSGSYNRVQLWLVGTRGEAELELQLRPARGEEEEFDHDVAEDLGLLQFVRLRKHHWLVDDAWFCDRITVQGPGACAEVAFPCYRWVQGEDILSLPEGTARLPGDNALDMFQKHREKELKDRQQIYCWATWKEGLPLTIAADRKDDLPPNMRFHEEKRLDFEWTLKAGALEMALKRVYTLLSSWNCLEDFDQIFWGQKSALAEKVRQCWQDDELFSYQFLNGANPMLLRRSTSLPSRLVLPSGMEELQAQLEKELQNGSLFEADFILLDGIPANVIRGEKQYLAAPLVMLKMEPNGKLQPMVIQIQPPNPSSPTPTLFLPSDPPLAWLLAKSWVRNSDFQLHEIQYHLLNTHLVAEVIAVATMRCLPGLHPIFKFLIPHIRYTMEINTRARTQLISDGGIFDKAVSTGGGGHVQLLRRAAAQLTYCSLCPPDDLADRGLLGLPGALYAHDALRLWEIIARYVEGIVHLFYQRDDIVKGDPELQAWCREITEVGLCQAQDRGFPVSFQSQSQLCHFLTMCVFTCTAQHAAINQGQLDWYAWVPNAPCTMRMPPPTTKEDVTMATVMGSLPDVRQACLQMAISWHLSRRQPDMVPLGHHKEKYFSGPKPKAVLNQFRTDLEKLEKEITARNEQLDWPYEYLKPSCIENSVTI
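Hydroperoxide product was detected by ferrous iron/xylenol orange as the 573 to 405 nm absorbance ratio. Arachidonic acid at 40 uM (final) was turned over for 30 min at room temperature by 150 nM human 12hLO, pH 7.0 Hepes buffer, after 15 min compound preincubation.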
LDHA block: qHTS assay for inhibitors of human lactate dehydrogenase. L-lactate dehydrogenase A chain (Homo sapiens), P00338. purified LDHA, NADH/diaphorase-resazurin fluorescence; hits give low values. activity change, % (values are at about 110 or 230 µM). actives 0.15% (n = 480,000). AID 1347041, 2019; in the data active = activity change below about -30%; inconclusive = mostly about -25% to -30%;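 also: plate controls were DMSO wells for no effect and wells without enzyme for full effect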
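Human LDH5 at 2 nM final in Tris HCl pH 7.4 with 0.06 mM NADH and 0.2 mM pyruvate, reacted 5 minutes at room temperature. Remaining NADH coupled via diaphorase/resazurin; resorufin fluorescence read at 0 and 20 minutes, normalized to enzyme-free and DMSO wells.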
An asterisk follows results filed as active; ? = inconclusive; nt = no result given; [ ] = remark or other dose. Unless noted, calls follow the shape of the dose curve; as a rule, active = well fitted curve in the direction sought with a large enough effect; inconclusive = small, poorly fitted or top-dose-only effect, or another doubt; inactive = no such curve, though single readings can be large; an effect the other way counts as inactive or inconclusive. The list is partial; rates above refer to the full screens.

SMILES	GRP78 ERSR act	Vif-A3G inh	Vif-A3F inh	D2 antag	RGS4 inhibitor	D2 ag	ERG-DNA inh	ALOX12 inh	LDHA block
O=C(COc1ccccc1)N(Cc1cccc(F)c1)C1CCS(=O)(=O)C1 (centres undefined)	0%	-1%	8%	25	41%	0.6	-1%	0%	-9
CC(NC(=O)c1cccc(C(F)(F)F)c1)C1CCCO1 (centres undefined)	-1%	2%	-4%	7	24%	-0.2	-9%	26%	-3
O=C(CSc1ccccc1)NNC(=O)c1ccccc1O	0%	-1%	-2%	-7	-12%	-1.5	-4%	235%[activator]	3
N#CC1=C(C2CC2)CC(c2ccccc2)C(C#N)=C1N (centres undefined)	-5%	-6%	-4%	-17	-13%	0.0	-23%	?	3
COc1ccc2c(c1)c(CC(=O)Nc1cc(C)c(OC)c(C)c1)c(C)n2C(=O)c1ccc(Cl)cc1	nt	nt	nt	nt	9%	-0.5	14%	?	-14
Cc1cc(NS(=O)(=O)c2ccc(NC(=O)CCN3C(=O)c4ccccc4C3=O)cc2)no1	-2%	0%	1%	-4	7%	0.5	3%	26%	-2
C1CN=C(NC23CC4CC(CC(C4)C2)C3)C1	-4%	0%	0%	-7	21%[11.4 µM]	0.2	1%	-9%	-1
CCN(CC)C(=O)CSc1nc(-c2cccs2)cc(-c2cccs2)c1C#N	-1%	-1%	nt	14	?	0.3	-8%	?	-4
CN(C)C(CNC(=O)c1ccc(C2SCCS2)cc1)c1ccccc1 (centres undefined)	15%	3%	-25%	23	13%	0.3	2%	2%	-1
CCOC(=O)CSc1nnc(-c2cccc(Cl)c2)n1CC	-4%	0%	-15%	-7	15%	-0.8	0%	?	-8
CC(=O)Oc1ccc(N(C(C)=O)S(=O)(=O)c2ccc(C)cc2)c2ccccc12	4%	-17%	2%	nt	10%	nt	-3%	28%	-1
CCn1c(=O)c2ccccc2n(Cc2ccc([N+](=O)[O-])cc2)c1=O	-3%	0%	-4%	9	32%	-1.6	-13%	0%	-3
COc1cccc2c(Cl)c(CC=C(Cl)Cl)c(C)nc12	-1%	-1%	1%	15	-24%	-0.3	15%	-12%	-1
O=[N+]([O-])c1ccccc1N(S(=O)(=O)c1ccccc1)S(=O)(=O)c1ccccc1	-2%	-5%	2%	nt	16%	nt	8%	13%	-5
COc1cc(Cl)ccc1OCc1cc(C(=O)N(C)C2CC(C)(C)NC(C)(C)C2)no1	-1%	1%	-17%	10	22%	0.3	-5%	0%	-4
Cc1nc2c(C#N)cnn2c2c1CCN2CC1CCCO1 (centres undefined)	-5%	4%	3%	1	32%	9.6	2%	-1%	-1
O=c1[nH]ncc(N/N=C\c2ccc(O)cc2O)c1Cl	10%	-6%	4%	-13	-25%	2.1	6%	-8%	7
CC(C)C(NC(=O)c1c(F)cccc1F)C(=O)OCN1C(=O)c2ccccc2C1=O (centres undefined)	2%	-1%	-5%	nt	-13%	nt	18%	32%[activator]	-3
CSc1ccccc1NC(=O)Nc1cccc(Cl)c1	8%	-3%	-4%	36*	2%	0.8	1%	?	-7
CCN1C(=NCCc2ccc(Br)cc2)N[C@@H](c2ccccc2)[C@H](C(=O)OC)[C@H]1C	-4%	3%	-1%	nt	-31%	nt	-7%	45µM*	-9
CCC(=O)c1ccc(OCC(=O)OCC(=O)c2cc(C)n(C)c2C)cc1	-6%	0%	4%	4	-4%	0.3	3%	-19%	-12
COc1ccc(Nc2nc(NCc3ccco3)nc(N/N=C/c3ccccc3F)n2)cc1	-1%	0%	3%	nt	5%	nt	-6%	-11%	-3
CNC(=S)N(Cc1cc2cc(C)ccc2n2nnnc12)CC(C)(C)CN(C)C	-1%	-1%	1%	3	4%	-1.0	-6%	6%	-2
CCCSc1ccc([C@H]2N[C@@](Cc3ccccc3)(C(=O)OC)[C@H]3C(=O)N(C)C(=O)[C@@H]23)cc1	-4%	-3%	7%	nt	-19%	nt	0%	5%	-2
CCCNC(=O)C1(C)CCN1C(=O)Cc1ccc(C(C)(C)C)cc1 (centres undefined)	-1%	2%	nt	nt	nt	nt	nt	-5%	-5

Retrieved one by one from above, 2 records:
SMILES	GRP78 ERSR act	Vif-A3G inh	Vif-A3F inh	D2 antag	RGS4 inhibitor	D2 ag	ERG-DNA inh	ALOX12 inh	LDHA block
C1CN=C(NC23CC4CC(CC(C4)C2)C3)C1	-4%	0%	0%	-7	21%[11.4 µM]	0.2	1%	-9%	-1
O=[N+]([O-])c1ccccc1N(S(=O)(=O)c1ccccc1)S(=O)(=O)c1ccccc1	-2%	-5%	2%	nt	16%	nt	8%	13%	-5

The list continues:
SMILES	GRP78 ERSR act	Vif-A3G inh	Vif-A3F inh	D2 antag	RGS4 inhibitor	D2 ag	ERG-DNA inh	ALOX12 inh	LDHA block
CCN(CC(=O)Nc1c(F)cccc1F)C(=O)c1ccc(N2C(=O)c3ccccc3C2=O)cc1	-2%	0%	?	-9	-1%	0.3	9%	2%	0
O=C(CCCCCn1c(=S)[nH]c2ccccc2c1=O)NCc1ccc2c(c1)OCO2	-2%	-8%	-4%	-7	-20%	0.7	-9%	4%	-1
CC(NC(=O)c1ccc2c(c1)CCN2S(=O)(=O)c1ccc(Cl)cc1)c1ccccc1 (centres undefined)	-1%	2%	3%	nt	-12%	1.3	1%	?	-3
CCCn1cc(S(=O)(=O)c2cc(C)ccc2C)c(=O)c2cc(F)c(N3CCCCCC3)cc21	-1%	4%	0%	nt	-4%	nt	-4%	-28%	-12
CCOC(=O)[C@@H]1[C@H]2COc3ccccc3[C@@H]2N2C(=O)N(c3ccc(C)cc3)C(=O)[C@]12C	-3%	1%	-1%	-17	-7%	0.4	-1%	nt	-3
CC(CN1CCOCC1)OC(=O)c1ccc(Cl)cc1Cl (centres undefined)	5%	2%	-1%	nt	-23%	nt	9%	?	-1
CCCOc1ccc(N2C(=O)CC(N(CCOC34CC5CC(CC(C5)C3)C4)C(C)=O)C2=O)cc1 (centres undefined)	-4%	2%	1%	nt	5%	nt	-10%	0%	-8
Clc1ccc(-c2nc3ccncc3[nH]2)cc1	4%	0%	0%	0	-47%	0.5	-9%	-18%	-5
CCn1cc(C(=O)NCc2ccc(Cl)cc2)c(=O)c2cc(S(=O)(=O)N(C)C3CCCCC3)ccc21	-1%	-2%	2%	nt	4%	0.0	?	?	-1
COc1ccc(NC2CCCN(C(=O)CCN3CCCC3=O)C2)cc1 (centres undefined)	-4%	1%	6%	0	-7%	0.3	6%	-7%	6
Cc1c(Cc2ccc3c(c2)OCO3)sc(NC(=O)c2ccc3ccccc3c2)c1C(N)=O	-4%	?	-16%	nt	-31%	nt	4%	19%	1
CN1C(=O)c2ccccc2Sc2ccc(NC(=O)COc3ccccc3)cc21	-1%	3%	2%	nt	-19%	0.9	7%	-9%	2
COc1cccc(-c2nc(C=O)cs2)c1	5%	2%	-8%	-1	20%[11.4 µM]	1.4	-4%	-3%	-4
COc1ccc(N(CC(=O)Nc2ccc3c(c2)OCCO3)S(=O)(=O)c2cccnc2)cc1	-5%	-8%	-2%	13	-4%	0.3	9%	nt	5
Cc1cccc(-c2nc(CSc3nncn4c3cc3oc(C)cc34)c(C)o2)c1	-4%	3%	-9%	nt	1%	0.3	0%	-3%	2
O=C(Oc1ccccc1C(=S)N1CCOCC1)c1ccc([N+](=O)[O-])cc1[N+](=O)[O-]	-2%	-1%	-28%	-13	-36%	0.6	11%	-1%	20
CC(OC(=O)CNC(=O)c1ccc(Cl)c([N+](=O)[O-])c1)C(=O)NCc1ccco1 (centres undefined)	2%	-2%	4%	26	0%	0.9	-4%	?	-6

Shown with values under each structure: 4 of the compounds above.
Every second line gives: GRP78 ERSR act | Vif-A3G inh | Vif-A3F inh | D2 antag | RGS4 inhibitor | D2 ag | ERG-DNA inh | ALOX12 inh | LDHA block
CCCOc1ccc(N2C(=O)CC(N(CCOC34CC5CC(CC(C5)C3)C4)C(C)=O)C2=O)cc1 (centres undefined)
 : -4% | 2% | 1% | nt | 5% | nt | -10% | 0% | -8
Clc1ccc(-c2nc3ccncc3[nH]2)cc1
 : 4% | 0% | 0% | 0 | -47% | 0.5 | -9% | -18% | -5
CCn1cc(C(=O)NCc2ccc(Cl)cc2)c(=O)c2cc(S(=O)(=O)N(C)C3CCCCC3)ccc21
 : -1% | -2% | 2% | nt | 4% | 0.0 | ? | ? | -1
COc1ccc(NC2CCCN(C(=O)CCN3CCCC3=O)C2)cc1 (centres undefined)
 : -4% | 1% | 6% | 0 | -7% | 0.3 | 6% | -7% | 6
